MOR-DOR inv ag – inverse agonists of human mu-delta opioid receptor heterodimerization | cell-based MOR-DOR heterodimer luminescence, inverse agonism | inhibition, % at 9.3 µM | hit rate 0.21% among 340,000 | AID 504357; in the data active = inhibition above about 22%, passing the limit was not always enough;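 note: 0% = cells with DMSO and 100% = wells without cells with DMSO; values of inactives mirror those of a sister screen read the other way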
Target sequence (P35372 whole entry, looked up): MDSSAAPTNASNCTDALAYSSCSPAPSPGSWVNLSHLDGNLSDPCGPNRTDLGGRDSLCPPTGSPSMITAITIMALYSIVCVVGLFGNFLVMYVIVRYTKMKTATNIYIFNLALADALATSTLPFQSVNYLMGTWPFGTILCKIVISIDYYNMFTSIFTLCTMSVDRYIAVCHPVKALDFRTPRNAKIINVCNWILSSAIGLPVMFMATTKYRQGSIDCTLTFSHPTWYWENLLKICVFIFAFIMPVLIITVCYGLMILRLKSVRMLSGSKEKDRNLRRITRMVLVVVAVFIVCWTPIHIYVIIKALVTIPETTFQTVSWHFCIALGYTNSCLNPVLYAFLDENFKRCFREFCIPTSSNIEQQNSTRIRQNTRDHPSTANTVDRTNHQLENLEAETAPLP
Target sequence (P41143 whole entry, looked up): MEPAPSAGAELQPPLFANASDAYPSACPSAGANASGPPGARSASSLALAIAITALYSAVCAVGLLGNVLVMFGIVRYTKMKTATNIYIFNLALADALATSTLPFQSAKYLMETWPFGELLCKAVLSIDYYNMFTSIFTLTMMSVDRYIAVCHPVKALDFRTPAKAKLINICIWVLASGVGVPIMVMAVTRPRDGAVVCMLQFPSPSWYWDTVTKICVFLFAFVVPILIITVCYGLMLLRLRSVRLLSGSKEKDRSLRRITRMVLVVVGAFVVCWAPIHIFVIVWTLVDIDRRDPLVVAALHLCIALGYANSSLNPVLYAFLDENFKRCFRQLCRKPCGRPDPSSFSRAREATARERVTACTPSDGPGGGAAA
HTR5A inv ag – inverse agonist of human HTR5A in OPRM1-OPRD1 counter-screen. P47898. HTR5A cell line, luminescence, inverse agonism. inhibition, % at 9.3 µM. hit rate 0.083% among 340,000. AID 504634; in the data active = inhibition mostly above about 23%, no sharp cut-off; inactive = mostly below about 18%;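 note: 0% = cells with DMSO and 100% = no-cell wells with DMSO; some compounds called inactive have numbers as strong as hits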
PKA-R2B activ – PKA-R2B complex activation; P22694+P31323; PKA-R2B holoenzyme dissociation, Cy5-IP20 fluorescence polarization; R2B truncated from residue 108, S112A mutant; 0% DMSO only, 100% 113 µM cGMP; hit rate 0.079% among 340,000; activation, % at 11.4 µM;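 active = activation above a cutoff set at the mean over all compounds plus 3 SD, cut at about 18% in these data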;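 note: higher means more holoenzyme dissociation and a rise in polarization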
MOR-DOR ag – agonists of human mu-delta opioid receptor heterodimerization; cells, OPRM1-OPRD1 heterodimerization, luminescence; AID 504326; hit rate 0.3% among 340,000; activation, % at 9.3 µM; in the data active = activation above about 18%;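 note: 0% = vehicle-treated cells and 100% = reference agonist; values of inactives mirror those of a sister screen read the other way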
DSG3 Ab inh – inhibitors of pemphigus antibody binding to human desmoglein-3. P32926. DSG3-coupled beads, scFv-anti-DSG3-GFP binding, flow cytometry; hits give low values. binding (percent of control), % at 10 µM. hit rate 0.48% among 310,000;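 active = binding more than 3 SD below its plate's average and above zero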;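 note: hits lower antibody fragment binding to DSG3; some compounds called inactive have numbers as strong as hits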
DAGLB inh – diacylglycerol lipase beta (human) inhibition. inhibition, % at 5.17 µM. HEK293T DAGLB membrane lysate, EnzChek fluorogenic substrate. AID 504411. Q8NCG7. hit rate 0.059% among 340,000; in the data active = inhibition above about 34%;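 note: 0% = enzyme with vehicle and 100% = wells lacking enzyme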
PKA-R1A act – activates the PKA-R1A holoenzyme complex. P00514+P68181. PKA-R1A dissociation, Cy5-IP20 fluorescence polarization; scaled: DMSO 0%, 113 µM cGMP 100%. activation, % at 11.4 µM. hit rate 0.083% among 340,000. AID 504707;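 active = percent activation above the mean of all tested compounds plus 3 SD, cut at about 19% in these data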;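 note: higher means more PKAc released from R1A so a rise in polarization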
V-ATPase pH – yeast V-ATPase proton transport regulation by pHLuorin | response, % at 10 µM | hit rate 0.37% among 350,000 | S. cerevisiae, pHLuorin cytosolic pH fluorescence; in the data active = response mostly above about 7.3%, no sharp cut-off; inactive = mostly below about 5.4%; note: actives read high; inactives centre near 0; some compounds called inactive have numbers as strong as hits; reference of the scale not given here
Arr AP2 block – blocks beta-arrestin peptide binding to AP2 adaptin | hit rate 0.31% among 340,000 | inhibition, % at 10 µM | FITC-arrestin peptide / GST-AP2 beads, flow cytometry; AP2 beta2 appendage carries R879A mutation;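 active = inhibition above a set limit, near 3 SD of compounds lacking own fluorescence, cut at about 54% in these data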;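 note: plate controls were DMSO wells for no effect and 5 µM unlabelled arrestin peptide for full effect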
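Test system: GST-tagged AP2 beta2-adaptin appendage (R879A) on 4 µm glutathione beads; also added: fluorescein-tagged arrestin peptide at 50 nM final; timing: 12 min plus 1 h, RT; signal: flow cytometry, FL1 (488/535 nm); read-out: percent drop in bead-associated FITC signal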
HTR5A ag ctr – HTR5A agonism, opioid heterodimer counter-screen; hit rate 0.61% among 340,000; P47898; activation, % at 9.3 µM; HTR5A agonist assay, luminescence, cell-based; in the data active = activation mostly above about 9.5%, no sharp cut-off; inactive = mostly below about 7.6%;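 note: 0% = cells with vehicle only and 100% = reference agonist; strong numbers were not always called active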
* = called active by the depositor; x = not tested or not shown.

SMILES	MOR-DOR inv ag	HTR5A inv ag	PKA-R2B activ	MOR-DOR ag	DSG3 Ab inh	DAGLB inh	PKA-R1A act	V-ATPase pH	Arr AP2 block	HTR5A ag ctr
COc1ccc(-c2noc(CCC(=O)NCc3ccco3)n2)cc1	4.1	-21.9	-6.1	-0.8	110.7	-2.5	10.9	5.5	4.0	-4.9
COc1cc(/C=C/C(=O)O)cc(S(=O)(=O)Nc2cc(Cl)c(Cl)cc2Cl)c1OC	6.2	15.6	-12.2	-1.2	104.3	10.1	-16.5	11.1	-7.5	5.4
CC(C)c1csc(CN2CCN(Cc3ccc(F)c(F)c3)C(CCO)C2)n1 (configuration not stated)	8.7	31.7	-5.1	-1.9	x	-2.2	-4.9	-2.7	9.7	5.0
CCOC(=O)N1CCN(S(=O)(=O)c2c(C(=O)N3CCCCC3)c(C)n(C)c2C)CC1	9.1	-3.6	-8.9	-1.8	103.7	-1.5	-3.5	-0.3	0.2	-2.7
CC(C)c1ccc(NC(=O)c2cc(S(=O)(=O)N3CCCCC3)c[nH]2)cc1	14.8	-1.1	-3.2	-2.5	99.3	-3.3	-7.1	-0.6	2.3	0.4
CN(C)c1ccc(CNc2nc(-c3ccccc3)nn2S(C)(=O)=O)cc1	-10.4	6.9	-8.0	2.0	94.7	-0.7	-3.8	-0.9	3.6	4.5
CC(NC(=O)c1ccco1)c1cccc2ccccc12 (configuration not stated)	6.9	-4.0	-4.3	-1.5	106.5	0.4	6.5	2.0	3.0	-1.7
O=[N+]([O-])c1cccc(-c2nn(-c3ccccc3)cc2CO)c1	-13.0	-2.9	1.0	2.5	97.0	-2.2	7.2	0.4	9.6	0.8
O=C(Nc1cc([N+](=O)[O-])ccc1Cl)c1cccnc1	0.4	-16.6	-3.8	-0.1	110.0	-2.4	-7.3	3.9	-3.4	6.0
CC(C)COC(=O)n1c(SCC(N)=O)nc2ccccc21	11.3	-13.2	6.4	-2.3	108.2	-3.1	-14.6	2.1	-9.6	1.5
COc1ccc(Br)cc1C(=O)Nc1ccc(O)cc1	-46.0	-27.6	4.0	7.4	104.9	-2.6	4.2	0.8	14.5	10.5
O=C(Nc1ccc(N2CCOCC2)cc1)c1ccc(Br)o1	9.5	-25.2	-4.3	-1.8	109.9	-3.1	-5.3	3.0	2.5	8.9
CCOC(=O)CN1c2ccccc2NC(=O)CC1C (configuration not stated)	10.0	8.3	-6.9	-2.0	107.9	-4.9	-4.5	-2.2	1.8	-3.1
CCOc1ccc(C(=O)Nc2ccc(C(F)(F)F)n(C)c2=O)cc1	-27.8	-9.1	-14.0	3.9	95.6	-1.1	-18.6	-1.7	3.8	3.3
COc1ccc(NC(=O)NNC(=O)C(C)Oc2ccc3ccccc3c2)cc1 (configuration not stated)	16.7	12.8	-2.1	-3.3	105.1	0.5	-1.8	2.0	-20.8	-5.3
Cc1nc(SCC(=O)Nc2ccc(N3CCOCC3)cc2)nc(C)c1C	0.5	31.8	0.3	-0.1	93.3	1.1	-18.6	4.1	9.6	0.3
CN(C)CCCOC(=O)Cc1ccc(Cl)cc1	17.2	6.3	-12.5	-3.2	106.7	0.6	1.3	0.7	4.6	-2.2
O=C(c1ccc(F)cc1)N1CCN(S(=O)(=O)c2ccc3c(c2)OCCO3)CC1	x	x	-12.5	x	98.8	-2.8	-6.0	1.1	x	x
CC1(C)CC2CC(C)(CN2CC(=O)C(C#N)c2ccccc2)C1 (configuration not stated)	-11.8	-2.6	-8.9	2.0	104.2	2.1	-7.8	2.8	-5.3	1.1
COc1ccc(C(=O)N2CC(=O)Nc3ccccc32)cc1S(=O)(=O)N1CCOCC1	12.4	21.5	-8.9	-2.4	86.7	-0.9	-4.8	-1.4	-2.0	2.7
CSCCC(NC(=O)c1ccc(Cl)cc1)C(=O)OCC(=O)Nc1ccc(C#N)cc1 (configuration not stated)	-3.3	5.3	3.4	0.6	102.9	-0.9	-1.2	-1.7	28.2	-1.5
C#CCC(NC(=O)c1ccc(C(F)(F)F)cc1)C(=O)NCCC (configuration not stated)	15.2	-13.0	-9.2	-2.7	105.6	-0.6	-5.9	-2.3	-4.1	-1.9
CCC1CN(S(=O)(=O)c2cc(-c3cc(C)no3)ccc2OC)c2cc(C)ccc2O1 (configuration not stated)	-12.5	6.7	-4.2	2.5	100.9	-6.8	0.8	-2.1	6.5	-0.3
CC(=O)Nc1ccc(S(=O)(=O)N(C)c2nc3ccccc3nc2Cl)cc1	4.9	8.2	-1.9	-0.8	x	0.3	-4.8	6.9	6.3	-2.9
CN(C)C(=O)Cn1c(SCC(=O)NC2CCCCC2)nc2ccccc21	x	x	-12.1	x	104.0	1.1	0.9	0.7	0.3	x

New compounds follow
SMILES	MOR-DOR inv ag	HTR5A inv ag	PKA-R2B activ	MOR-DOR ag	DSG3 Ab inh	DAGLB inh	PKA-R1A act	V-ATPase pH	Arr AP2 block	HTR5A ag ctr
CN(Cc1ccco1)S(=O)(=O)c1nnc(NC(=O)c2ccccc2Cl)s1	10.7	0.1	-2.5	-2.1	102.1	3.5	-5.2	-2.5	8.7	0.0
C=CCNc1nc(Nc2ccc([N+](=O)[O-])cc2)nc(OC)n1	-4.2	13.0	-13.2	0.6	152.9	2.7	-13.8	3.8	-6.7	-1.8
CN(C)C(CNc1ccc(C(N)=O)cc1[N+](=O)[O-])c1ccccc1 (configuration not stated)	-50.2	3.1	5.2	7.9	x	-3.8	7.6	5.6	19.6	-1.6
O=C(NC1CCCCC1)C(c1ccc(F)cc1)N(Cc1ccco1)C(=O)CN1C(=O)c2ccccc2S1(=O)=O (configuration not stated)	-33.4	-18.9	3.8	5.4	90.7	0.5	-8.2	-0.6	26.5	7.5
COCCN1C=C2C(=O)C(C)(OC(=O)CCC(=O)OC)C(=O)C(Br)=C2C=C1c1ccc(OC)cc1 (configuration not stated)	-27.6	-9.6	1.8	4.9	88.5	2.1	-0.7	-3.5	25.2	4.9
Cc1ncc(S(=O)(=O)c2ccccc2)c(-c2ccccc2)n1	5.6	-12.8	2.6	-1.0	103.4	-1.7	-11.3	0.5	2.6	4.6
CCOc1ccc(S(=O)(=O)N2CCN(S(=O)(=O)c3ccc(OCC)cc3)C(C)C2)cc1 (configuration not stated)	4.9	-10.5	2.6	-1.0	81.7	-3.2	-12.7	1.5	8.5	-2.1
O=C(NC(=O)c1ccccc1)Nc1ccc(Cl)cn1	8.9	8.9	-2.1	-2.7	104.8	-3.2	-1.4	3.4	-5.4	0.9
Cc1cc(C)nc(N2CCC(C(=O)Nc3ccc4c(c3)OCCO4)CC2)n1	7.7	-6.9	-4.0	-1.4	100.6	-2.0	-16.6	-3.5	28.8	2.5
Cc1cc(=O)oc2cc(OCC(O)Cn3ccnc3)ccc12 (configuration not stated)	15.4	13.2	2.4	-3.1	117.2	-1.5	1.9	-1.8	-0.6	-3.5
O=C(NCCOc1ccccc1)C1CCC(=O)N(CCN2CCOCC2)C1 (configuration not stated)	2.6	7.0	-8.6	-0.5	103.2	0.0	-7.8	1.5	6.1	-3.4
O=C(NCCCn1ccnc1)c1ccc2c(c1)OCCO2	18.8	-2.1	-5.9	-3.2	99.7	1.6	-2.6	-0.8	-8.7	1.0
Cc1cc(NC(=O)Nc2ccc(Cl)c(Cl)c2)n(-c2ccccc2)n1	-3.3	-3.2	-3.0	0.6	102.9	-1.2	-4.8	5.8	-2.9	2.5
O=C(O)c1ccc(NC(=O)c2cccc(S(=O)(=O)Nc3ccc(C(=O)O)cc3)c2)cc1	8.7	-4.3	2.0	-1.9	94.5	-0.4	1.9	-1.2	11.6	1.2
O=C(Nc1ccc(Cl)c(S(=O)(=O)N2CCOCC2)c1)c1cc(=O)[nH]c2ccccc12	2.5	-5.8	-3.5	-0.6	x	-0.4	-7.7	-3.1	2.5	2.3
Cc1ccc(Cc2ccc(C(=O)NNC(N)=S)o2)cc1	11.9	-3.5	-1.5	-2.3	96.6	0.9	3.9	-2.8	58.8*	0.9
CC1=C(C(=O)N2CCOCC2)CC(CC(=O)NC(c2ccccc2)c2ccccc2)C(=O)N1CCCN1CCCC1=O (configuration not stated)	x	x	2.1	x	106.2	4.0	-7.1	1.5	x	x
O=C(Nc1ccc2ccccc2c1)c1cnccn1	-17.6	-8.1	-7.5	3.2	100.5	-4.5	-0.2	-2.5	4.3	3.5
COC(=O)CSc1nc(NC#N)nc(NC(C)(C)C)n1	15.3	-14.2	-4.5	-3.0	89.3	-2.9	-7.1	3.0	-0.3	4.7
CC1CC(C)(C)NC(=S)N1CCC(=O)N1c2ccccc2CC1C (configuration not stated)	-6.2	36.0	-1.4	1.2	106.2	2.1	-8.2	-0.4	-6.3	2.0
Cc1ccc(S(=O)(=O)/N=C(/Nc2ccc3[nH]c(=O)[nH]c3c2)c2ccc(F)cc2)cc1	3.3	9.8	-0.9	-0.5	88.1	2.6	-3.9	-2.1	28.1	-3.7
CN(C(=O)c1cccc(NC(=O)Cc2ccc(NC(=O)C3CCCN(C(=O)C4CCCCC4)C3)cc2)c1)C1CC1 (configuration not stated)	15.9	-4.8	2.0	-3.4	98.0	-3.1	6.4	-0.2	-3.4	1.3
CC(/C=C1\SC(=S)N(NC(=O)c2cccc(O)c2)C1=O)=C\c1ccccc1	-32.4	-13.1	-7.1	6.0	123.9	4.3	3.8	5.8	-2.4	-2.6
COc1ccc(S(=O)(=O)N2c3cc(C)ccc3OCC2C(C)(C)C)cc1 (configuration not stated)	8.2	2.8	-16.4	-1.5	89.1	-13.0	6.1	1.7	11.0	-2.0
COc1cccc(/C=C2\SC(=S)N(CCCC(=O)NC3=NCCS3)C2=O)c1	13.8	1.8	-2.2	-2.6	x	0.4	-1.6	-1.4	-1.5	2.5

(cont.)
SMILES	MOR-DOR inv ag	HTR5A inv ag	PKA-R2B activ	MOR-DOR ag	DSG3 Ab inh	DAGLB inh	PKA-R1A act	V-ATPase pH	Arr AP2 block	HTR5A ag ctr
Cc1ccc(S(=O)(=O)N(C)CC(=O)N/N=C/c2ccc(C)o2)cc1	5.8	2.0	-8.6	-1.2	99.8	-1.4	-1.1	-0.5	-1.9	-0.7
O=C(CC1Sc2ccccc2NC1=O)OCC(=O)N1CCc2ccccc21 (configuration not stated)	0.4	-6.8	-5.9	-0.1	105.2	1.2	1.4	-0.4	-14.4	8.2
O=C(NCCCN1CCCC1)c1ccc2c(c1)N(Cc1ccccc1F)C(=O)c1ccccc1S2(=O)=O	11.2	5.4	0.6	-2.1	101.1	-2.4	-4.4	-2.5	-5.2	4.7
N#CC1(NC(=O)CN2C(=O)c3ccccc3C2=O)CCCCC1	14.0	-12.6	1.3	-3.5	x	-4.4	-4.4	0.6	38.1	5.0
S=c1[nH]ccn1Cc1ccccc1	8.4	23.2	-6.7	-1.8	118.4	-0.1	0.5	0.1	-23.4	-9.4
CCCN1C2=NCCCN2c2ccccc21	6.2	-3.9	-4.8	-1.1	98.8	0.8	-2.6	-7.0	1.2	1.5

Assay outcomes deposited in PubChem BioAssay by several laboratories.
